Kir21 block: Kir2.1 (mouse) channel inhibition | P35561 | HEK293-Kir2.1, FluxOR thallium flux fluorescence; active compounds read low | B-score at 10 µM | 0.85% of 310,000 active | AID 1672;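 active means fluorescence ratio B-score at or below minus 3 SD of library scores, with starting-brightness B-score within 2 SD, cut at about -4.2 in these data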;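 further: channel flux triggered by added potassium and thallium sulfate stimulus; B-score of peak minus minimum fluorescence over baseline after thallium stimulus; more negative B-score means stronger Kir2.1 block with less thallium influx; some compounds called inactive have numbers as strong as hits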
Target sequence (P35561 whole entry, looked up): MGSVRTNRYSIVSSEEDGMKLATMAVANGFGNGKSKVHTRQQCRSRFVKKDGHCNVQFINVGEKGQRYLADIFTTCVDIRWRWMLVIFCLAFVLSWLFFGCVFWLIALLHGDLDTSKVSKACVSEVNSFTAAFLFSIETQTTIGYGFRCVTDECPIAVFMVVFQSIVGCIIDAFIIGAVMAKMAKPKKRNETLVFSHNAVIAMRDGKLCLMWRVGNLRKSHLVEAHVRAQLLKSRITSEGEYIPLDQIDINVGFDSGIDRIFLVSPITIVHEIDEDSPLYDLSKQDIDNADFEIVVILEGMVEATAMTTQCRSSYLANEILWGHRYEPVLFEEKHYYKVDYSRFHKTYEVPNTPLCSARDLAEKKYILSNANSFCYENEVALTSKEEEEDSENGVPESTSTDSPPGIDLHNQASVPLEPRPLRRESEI
CHT inh: human CHT choline transport inhibition; AID 488975; 0.86% of 310,000 active; CHT-expressing cells, membrane potential dye, choline response; active compounds read low; B-score at 10 µM; Q9GZV3;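 active means B-score over 3 SD under the library average, and starting fluorescence ratio not unusually high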;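 further: choline stimulus applied at its EC90 after an EC20 pre-addition; B-score computed on integrated fluorescence ratio after choline addition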
Target sequence (Q9GZV3 whole entry, looked up): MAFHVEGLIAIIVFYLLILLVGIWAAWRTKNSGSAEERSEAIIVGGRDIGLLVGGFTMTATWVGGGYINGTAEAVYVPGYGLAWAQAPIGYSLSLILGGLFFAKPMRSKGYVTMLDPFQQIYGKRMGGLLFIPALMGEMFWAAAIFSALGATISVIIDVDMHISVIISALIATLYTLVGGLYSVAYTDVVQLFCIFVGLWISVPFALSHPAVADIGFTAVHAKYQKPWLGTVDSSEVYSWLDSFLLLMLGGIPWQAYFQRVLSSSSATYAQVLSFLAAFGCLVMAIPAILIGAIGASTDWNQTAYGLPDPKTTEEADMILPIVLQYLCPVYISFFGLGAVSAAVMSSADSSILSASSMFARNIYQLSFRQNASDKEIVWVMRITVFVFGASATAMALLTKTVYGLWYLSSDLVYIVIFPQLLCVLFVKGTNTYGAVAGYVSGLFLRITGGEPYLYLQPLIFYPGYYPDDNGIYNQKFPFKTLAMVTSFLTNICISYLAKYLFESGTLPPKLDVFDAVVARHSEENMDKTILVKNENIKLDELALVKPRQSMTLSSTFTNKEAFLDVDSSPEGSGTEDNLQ
KCNQ2 block: KCNQ2 potassium channel inhibitors, primary screen, cell-based, CHO-K1, FluxOR thallium flux, B-score (AID 2156). O88943. B-score at 10 µM. 1.1% of 310,000 active. 20 min; active compounds read low;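 active means fluorescence ratio B-score at most minus 3 library SDs, with starting brightness B-score within 2 library SDs, cut at about -5.5 in these data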
The depositor's hits bear a star; i = inactive; . = not tested or not shown. Hits appear at their usual frequency, and some 2.6% of all compounds hit somewhere here.

SMILES	Kir21 block	CHT inh	KCNQ2 block
CN(C)c1ccc(C(O)Cc2nc3ccccc3n2C)cc1 (stereo not given)	2.2	i	i
COc1ccccc1CCNC(=O)C1(C)CC1(Cl)Cl (stereo not given)	-1.9	i	i
CCOC(=O)c1c(C)[nH]c(C(=O)N/N=C\c2ccccc2O)c1C	0.34	i	i
COc1ccc(NC(=O)CC2COc3ccccc3O2)c(OC)c1 (stereo not given)	0	i	i
CCN(CC)CCNC(=O)C1(O)c2cc(Br)ccc2NC(=O)N1c1ccc(Cl)cc1 (stereo not given)	-0.81	i	i
COc1ccc2[nH]c(=O)c(C(c3nnnn3C(C)(C)C)N(Cc3ccco3)CC3CCCO3)cc2c1 (stereo not given)	-0.54	i	i
Cc1csc(NC(=O)CSc2nnc(NC(=O)COc3ccc(Cl)cc3)s2)n1	0.34	i	i
O=C(CCCOc1ccccc1)Nc1ccccc1C(F)(F)F	3.7	i	i
CC(=O)Nc1ccc(SCC(=O)c2cc(C)n(Cc3cccs3)c2C)cc1	1.3	i	i
O=C(NCCCN=C1NS(=O)(=O)c2ccccc21)c1ccccc1Cl	0.48	i	i
Cc1sc(NC(=O)c2ccco2)c(C(c2cccnc2)N2CCN(CCO)CC2)c1C (stereo not given)	1.3	i	i
Cc1cccc(C)c1NC(=O)C(C)N1CCCCC1 (stereo not given)	-0.49	i	i
CC(=O)Nc1ccc(N2C(=O)C3C4C=CC(CC4)C3C2=O)cc1 (stereo not given)	0.53	i	i
CCOC(=O)C1C(=O)CC(C)(O)C(C(=O)OCC)C1c1cccs1 (stereo not given)	0.07	i	i
COc1ccc(OC)c(CC(=O)Nc2ccc3c(c2)CCC3)c1	0.36	i	i
CN(C)/C=C1\SC(=S)N(c2ccc(Br)cc2)C1=O	-0.36	i	i
O=C(c1cc(S(=O)(=O)N2CCOCC2)ccc1Cl)N1CCN(c2ccccn2)CC1	-1.7	i	i
CN(C(=O)COC(=O)c1nc(-c2ccccc2)n(-c2ccccc2)n1)C1CCS(=O)(=O)C1 (stereo not given)	0.91	i	i
COc1cc(OC)c(N(C)C(=O)c2cn(C)c(=O)c3cc(OC)c(OC)cc23)cc1Cl	-1.6	i	i
O=C(Nc1ccccc1)c1nn(-c2ccccc2)c(=O)cc1C(F)(F)F	-1.7	i	i
C=CCn1c(COc2ccc(Cl)cc2)nnc1SCC(=O)NCC(=O)OCC	-0.05	i	i
NC(=O)c1ccc(NC(=O)CCc2nc3sc4c(c3c(=O)[nH]2)CCCC4)cc1	0.34	i	i
Cc1c(NC(=O)CC2CC(C)OC2=O)c(=O)n(-c2ccccc2)n1C (stereo not given)	1.7	i	i
CCC(O)CNC(=O)CCc1nnc(C2(c3ccc(Cl)cc3)CCC2)o1 (stereo not given)	-0.01	i	i
CCCn1c(=O)c(F)cn(Cc2ccc(OC)c([N+](=O)[O-])c2)c1=O	-0.12	i	i

Four of these compounds in another layout.
Cc1csc(NC(=O)CSc2nnc(NC(=O)COc3ccc(Cl)cc3)s2)n1
  Kir21 block: 0.34
  CHT inh: i
  KCNQ2 block: i
CC(=O)Nc1ccc(N2C(=O)C3C4C=CC(CC4)C3C2=O)cc1 (stereo not given)
  Kir21 block: 0.53
  CHT inh: i
  KCNQ2 block: i
CC(=O)Nc1ccc(SCC(=O)c2cc(C)n(Cc3cccs3)c2C)cc1
  Kir21 block: 1.3
  CHT inh: i
  KCNQ2 block: i
CCC(O)CNC(=O)CCc1nnc(C2(c3ccc(Cl)cc3)CCC2)o1 (stereo not given)
  Kir21 block: -0.01
  CHT inh: i
  KCNQ2 block: i

Next entries follow:
SMILES	Kir21 block	CHT inh	KCNQ2 block
O=S(CC(O)COCc1ccc(Cl)cc1)c1ccccn1 (stereo not given)	-0.12	i	i
CCOC(=O)c1cccc(NC(=O)CCS(=O)(=O)c2cccc3nsnc23)c1	0.6	-8.3*	i
O=C(NC1CCN(Cc2ccccc2)CC1)C1CCN(S(=O)(=O)c2cccc([N+](=O)[O-])c2)CC1	1.2	i	i
CC1(C)CC(NC(=O)c2ccc(Br)o2)CC(C)(C)N1	0.2	i	i
CCOC(=O)N1CCN(C(=O)CSc2nc3c(c(=O)n2-c2ccccc2OC)SCC3)CC1	0.13	i	i
CCOc1ccc(CCNC(=O)C2CCCN(S(C)(=O)=O)C2)cc1OCC (stereo not given)	-1.4	i	i
CC(C)CC1NC(C(=O)O)Cc2c1[nH]c1ccccc21 (stereo not given)	-0.31	i	i
COC(=O)c1ccccc1NC(=O)NCc1ccccn1	1.1	i	i
CCCC(=O)N1CCN(c2ccc(NC(=O)c3ccc([N+](=O)[O-])o3)cc2Cl)CC1	1.5	.	i
NC(=O)CCCn1c(C(=O)c2cc(Cl)c(N)c(Cl)c2)c2ccc(C(F)(F)F)cc2[n+]1[O-]	0.03	-10*	i
CCCCN1CC(=O)N2[C@H](c3ccc(Cl)cc3)[C@@H]3C(=O)N(CC)C(=O)[C@@H]3[C@]2(Cc2ccccc2)C1=O	0.09	i	i
O=C(N/N=C/c1cccnc1)c1cc(-c2ccccc2)nc2ccccc12	-1.5	i	i
COc1ccc(OCC(=O)Nc2cccc(C(C)=O)c2)cc1	-0.89	i	i
CCn1cc(C(=O)NCCCN2CC(C)CC(C)C2)c(=O)c2cc(S(=O)(=O)N(C)C3CCCCC3)ccc21 (stereo not given)	-1.3	-5*	i
CC(C)c1nnc(NC(=O)CCC(=O)N2CCN(C3CCCCC3)CC2)s1	0.03	i	i
O=C(N/N=C/c1cn[nH]c1-c1ccccc1)c1ccco1	2.6	i	i
Cc1c(NC(=O)CCN2C(=O)c3ccccc3C2=O)c(=O)n(-c2ccccc2)n1C	-0.58	i	i
Cc1ccc(/C=C/C(=O)c2ccc(O)cc2)cc1	1.3	i	i
COc1ccc(N2CCN(C(CNS(C)(=O)=O)c3ccco3)CC2)cc1 (stereo not given)	0.21	i	i
O=C(CSc1ccccc1F)NC(=O)NCc1ccco1	0.19	i	i
Cc1ccc(S(=O)(=O)N(C)CC(=O)N2CCc3ccccc32)cc1	1.2	i	i
CCOC(=O)c1ccc(NC(=O)NCc2ccccn2)cc1	-1	i	i
COc1cc2[nH]c(=O)n(Cc3ccc(C(=O)NCCCN4CCN(C)CC4)cc3)c(=O)c2cc1OC	2.2	i	i
CCOc1ncccc1C(=O)OCc1ccc([N+](=O)[O-])cc1	0.16	i	i
O=C(CN1CCN(Cc2ccc3c(c2)OCO3)CC1)N1CCc2[nH]c3ccccc3c2C1	-0.55	.	i

(list continues)
SMILES	Kir21 block	CHT inh	KCNQ2 block
CCOc1ccc(NC(=O)c2ccco2)c([N+](=O)[O-])c1	-0.38	i	i
COCCCNC(NC(=O)c1ccc(OC)cc1)C(Cl)(Cl)Cl (stereo not given)	1.1	i	i
Cc1ccc(-c2nc(NCC3CCCO3)sc2C)cc1 (stereo not given)	0.67	i	i
COCCNc1nnc(SCC(=O)Nc2nnc(-c3ccccc3)o2)s1	-0.96	i	i
O=C(NCc1ccccc1)c1cc(=O)[nH]c2ccccc12	-0.18	i	i
CCOC(=O)C1CCN(C(=O)COC(=O)CSc2ccc(C(N)=O)cc2[N+](=O)[O-])CC1	-1.1	i	i
Cc1ccc2c(Cl)cc(Cl)c(OCC(=O)Nc3ccc(C)c(S(=O)(=O)N(C)C)c3)c2n1	0.05	i	i
Cc1ccc(NC(=O)CN(C)C(=O)c2ccc(COc3ccccc3)cc2)cc1	-0.09	i	i
Cc1ncc([N+](=O)[O-])n1Cc1cccc2ccccc12	0.65	i	i
CCc1cccc(CC)c1N(COC)C(=O)Cn1nnc2ccccc21	-0.04	i	i
CCCCn1c(=O)[nH]c(=O)c2c1nc(-c1ccncc1)n2CCOC	-1.1	i	i
O=C(Nc1ccccc1)N1CCCC1	-0.32	i	i
Cc1ccsc1/C=N/Nc1nc(=O)[nH]nc1C	-1.5	i	i
CCn1c(NC(=O)Nc2ccccc2OC)nc2ccccc21	0.05	i	i
CCOC(=O)c1c[nH]c(=S)n(-c2ccccc2)c1=O	-0.02	i	i
Cc1nc2ccccn2c1C(=O)NN=C1C2CC3CC(C2)CC1C3	1	i	i
Cc1ccc(S(=O)(=O)N2CCCOC2CNC(=O)C(=O)NCc2cccnc2)cc1 (stereo not given)	-0.27	i	i
O=C(NC1CC1)C1CCCN1C(=O)NC1CCCCC1 (stereo not given)	0.11	i	i
CCCCOc1ccc(C(=O)NCC(=O)NCc2ccncc2)cc1	1.1	i	i
COc1ccc(NC(=O)CSc2nccn2Cc2ccco2)cc1	1	i	i
CCOc1ccc(S(=O)(=O)NCCC(=O)OC(C)C(=O)N2CCc3ccccc32)cc1 (stereo not given)	0.21	i	i
CS(=O)(=O)N(Cc1ccco1)CC(O)Cn1c2ccccc2c2ccccc21 (stereo not given)	0.07	i	-8.2*
CCOc1ccccc1N1CCN(S(=O)(=O)c2cccc3nsnc23)CC1	-1	i	i
CC(Oc1ccc2c(c1)oc(=O)c1ccccc12)C(=O)NCCCN1CCOCC1 (stereo not given)	-0.39	i	i
O=C(CCCN1C(=O)/C(=C/c2cccs2)SC1=S)Nc1cccnc1	-0.19	i	i

Further compounds follow:
SMILES	Kir21 block	CHT inh	KCNQ2 block
Cc1ccc(S(=O)(=O)N(C)CCCC(=O)NCc2ccc3c(c2)OCO3)cc1	-2.4	i	i
CC1CCN(C(=O)COC(=O)CCc2c[nH]c3ccccc23)CC1	0.37	i	i
CC1(C)CC(=O)C2=C(C1)OC(N)=C(C#N)C21CCN(C(=O)OCc2ccccc2)CC1	-0.67	i	i
Cc1ccc(OCC(=O)Nc2nnc(S(=O)(=O)N3CCCCCC3)s2)cc1C	0.08	i	i
Cc1ccc(C23OC(=O)C(C)(C)C2OC(=O)C3(C)C)cc1 (stereo not given)	2.4	i	i
CCn1c2ccccc2c2cc(C3C(C#N)=C(C)NC(C)=C3C#N)ccc21	-1.1	i	i
NC(=O)C1CCN(C(=O)/C=C/c2cccc(Br)c2)CC1	0.58	i	i
CC(C)(C)OC(=O)C(Cl)(C(=O)OC(C)(C)C)c1ccc2nnnn2n1	0.37	.	i
CC(C)(C)n1nnnc1C(c1ccccc1F)N1CCN(C(=O)c2ccco2)CC1 (stereo not given)	0.03	i	i
COc1ccc(NC(=O)Cc2ccc(-c3ccccc3)cc2)cn1	0.8	i	i
COc1ccc(OC)c(S(=O)(=O)NC(N)=NCCc2ccccc2)c1	-1.1	i	i
O=C(Cn1c(=O)oc2ccccc21)Nc1n[nH]c(=S)s1	0.53	i	i
COc1ccc(C2=Nn3c(nnc3C3CCCCC3)SC2)cc1OC	1.1	-6.8*	i
Brc1ccc2nc(CSc3ncn[nH]3)cn2c1	-0.12	i	i
OCCn1c(-c2ccc3c(c2)OCO3)csc1=Nc1ccccc1	-1	i	i
N=c1ncn(CC(O)CO)c2nc(N3CCOCC3)[nH]c12 (stereo not given)	1.5	i	i
CC(C)Cn1c(N)c(C(=O)COC(=O)CCNS(=O)(=O)c2ccccc2)c(=O)n(C)c1=O	0.01	-6.3*	i
CCOC(=O)C1CCN(C(=O)COC(=O)CCOc2ccc(C)cc2)CC1	-0.53	i	i
O=C(c1n[nH]c(=O)c2ccccc12)N1CCN(c2ccc(F)cc2)CC1	-0.21	i	i
CC(NC(=O)c1ccccc1NS(=O)(=O)c1ccc(CCC(=O)O)cc1)c1ccccc1 (stereo not given)	2.3	i	i
CCOC(=O)C1=C(N)Oc2cc(O)ccc2C1c1ccc(Br)cc1 (stereo not given)	-2.8	i	i
Cc1c(NC(=O)/C(C#N)=C/c2ccc(-c3cccc(Cl)c3)o2)c(=O)n(-c2ccccc2)n1C	-0.83	i	i
O=C(CSc1nnc(-c2ccccc2)n1-c1ccccc1)NCc1ccco1	-0.8	i	i
Nc1cc(C(=O)O)ccc1N1CCCCCC1	-0.26	i	i
O=C(Nc1ccc(-c2csc(Nc3cccc(C(F)(F)F)c3)n2)cc1)c1ccccc1	0.85	i	i

The list continues.
SMILES	Kir21 block	CHT inh	KCNQ2 block
O=C(c1cccc(F)c1)N1CCN(Cc2ccc3c(c2)OCO3)CC1	-1.2	i	i
COc1ccc(NC(=S)N(CCN2CCOCC2)C2CCN(C(C)=O)CC2)cc1Cl	-0.11	i	i
O=C(Cc1ccccc1F)Nc1ccccc1N1CCCC1	-4.1	i	i
COc1ccc(NC(=O)c2ccc3c(c2)NC(=O)CS3)cc1S(=O)(=O)Nc1ccc(Br)cc1	-0.26	i	i
Cc1cccc(C(=O)NCCC(=O)Nc2ccc(F)c([N+](=O)[O-])c2)c1	-1.7	i	i
O=C(Cn1ccc([N+](=O)[O-])n1)Nc1ccccn1	1.1	i	i
O=C(c1cccc(S(=O)(=O)N2CCc3ccccc32)c1)N1CCN(c2ccccn2)CC1	-0.08	i	i
CCOC(=O)C1=C(CN2CCN(C(=O)c3ccco3)CC2)NC(=O)NC1c1ccc(OC)cc1 (stereo not given)	0.39	i	i
COc1ccc(C(=O)NNC2=Nc3cccc4cccc2c34)cc1	1.6	i	i
FC(F)(F)C(F)(F)C(F)(F)c1nnc2ccc(N3CCOCC3)nn12	0.62	i	i

Five compounds from above, arranged by molecular weight, largest number first.
SMILES	Kir21 block	CHT inh	KCNQ2 block
COc1ccc(NC(=S)N(CCN2CCOCC2)C2CCN(C(C)=O)CC2)cc1Cl	-0.11	i	i
FC(F)(F)C(F)(F)C(F)(F)c1nnc2ccc(N3CCOCC3)nn12	0.62	i	i
Cc1cccc(C(=O)NCCC(=O)Nc2ccc(F)c([N+](=O)[O-])c2)c1	-1.7	i	i
COc1ccc(C(=O)NNC2=Nc3cccc4cccc2c34)cc1	1.6	i	i
O=C(Cn1ccc([N+](=O)[O-])n1)Nc1ccccn1	1.1	i	i
